From PubChem BioAssay
M1 antag = human CHRM1 antagonism; 360,000 compounds, 1.3% hits; AID 588852; CHO-K1 hM1, Fluo-8 calcium fluorescence, ACh EC80 antagonist; inhibition, % at 3 µM; P11229;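 active means percent inhibition above its own plate's cutoff, namely the mean of that plate's compound wells plus 3 SD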;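 further: peak over basal fluorescence ratio during 140 s after agonist addition; 0% = ACh EC80 plus DMSO and 100% = DMSO alone without agonist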
TAAR1 agonist = agonists of human TAAR1; 360,000 compounds, 0.99% hits; activation, % at 3 µM; CHO RD-HGA16 TAAR1, Fluo-8 calcium fluorescence; vehicle wells 0%, saturating PEA agonist 100%;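 active means activation above the mean activation of all test compounds in the run plus 3 SD, cut at about 38% in these data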
Target sequence (Q96RJ0 whole entry, looked up): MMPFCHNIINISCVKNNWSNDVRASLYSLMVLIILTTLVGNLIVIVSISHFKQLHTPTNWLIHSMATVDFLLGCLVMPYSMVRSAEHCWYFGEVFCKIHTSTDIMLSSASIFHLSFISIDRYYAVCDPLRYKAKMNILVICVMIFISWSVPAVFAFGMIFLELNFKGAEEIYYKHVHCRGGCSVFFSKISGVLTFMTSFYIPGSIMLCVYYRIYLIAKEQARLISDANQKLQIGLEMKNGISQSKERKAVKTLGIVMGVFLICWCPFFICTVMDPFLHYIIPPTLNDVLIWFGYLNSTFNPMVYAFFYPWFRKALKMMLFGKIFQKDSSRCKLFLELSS
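test system = CHO RD-HGA16 cells carrying human TAAR1 plus Gα16 | schedule = 17-24 h seeding, 75 min 37 °C dye, 30 min RT | compound dosing = 3 µM single concentration | control set = DMSO and PEA EC100 | replicates = n 1 | signal = Fluo-8 fluorescence, 5 s baseline then 140 s kinetic read | measure = percent activation vs PEA EC100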
OXTR potentiator = potentiates the human oxytocin receptor response; P30559; CHO-OTR cells, Fluo-8 calcium fluorescence, potentiator mode; 0% = oxytocin EC15, 100% = EC100; activation, % at 3 µM; 320,000 compounds, 0.061% hits; AID 2445;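 active means activation above that plate's cutoff, the mean activation of tested compounds plus 3 SD, cut at about 6.6% in these data, passing the limit was not always enough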;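 further: 100% uses oxytocin at 75 nM as the full agonist control; some results filed as inactive read as strong as hits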
Target sequence (P30559 whole entry, looked up): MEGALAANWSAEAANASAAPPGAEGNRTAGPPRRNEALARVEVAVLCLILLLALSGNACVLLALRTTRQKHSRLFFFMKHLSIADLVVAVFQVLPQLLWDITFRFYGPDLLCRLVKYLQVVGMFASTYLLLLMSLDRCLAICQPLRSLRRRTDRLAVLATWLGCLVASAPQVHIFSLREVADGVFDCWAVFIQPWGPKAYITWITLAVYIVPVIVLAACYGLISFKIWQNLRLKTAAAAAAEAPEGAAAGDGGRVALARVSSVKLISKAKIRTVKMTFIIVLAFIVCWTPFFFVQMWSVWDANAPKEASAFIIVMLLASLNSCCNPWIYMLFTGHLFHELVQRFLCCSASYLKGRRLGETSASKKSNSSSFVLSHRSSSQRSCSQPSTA
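Measured by – Fluo-8 calcium dye fluorescence · Test system – human OTR in CHO cells · Dosing – one concentration, 3.0 µM compound · Controls – EC15 oxytocin alone as 0%, 75 nM oxytocin as 100% · Evaluation – normalized max/min fluorescence ratio, % activation · Timing – 6 min pre-incubation, 100 s read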
CHRM1 PAM = potentiates human M1 receptor response to acetylcholine; activation, % at 3 µM; 360,000 compounds, 0.088% hits; CHO-K1 hM1, Fluo-8 calcium fluorescence, ACh EC20; 0% = ACh EC20, 100% = maximal ACh; in the data active means activation above about 19%, passing the limit was not always enough
OXTR ag = human OXTR agonism; AID 2435; CHO-OTR cells, Fluo-8 calcium fluorescence; normalized: DMSO 0%, oxytocin 100%; P30559; 320,000 compounds, 0.32% hits; activation, % at 3 µM;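 active means activation above the mean of all tested compounds plus 3 SD, cutoff set per screening run, cut at about 20% in these data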;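 further: peak over basal fluorescence ratio from a 100 s FLIPR kinetic read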
TAAR1 antag = antagonists of human TAAR1; 360,000 compounds, 1.5% hits; inhibition, % at 3 µM; CHO RD-HGA16 TAAR1, Fluo-8 calcium fluorescence, antagonist;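 active means inhibition above a per-plate cutoff, the mean inhibition of test compounds on that plate plus 3 SD, cut at about 49% in these data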;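 further: 0% = DMSO plus EC80 beta-PEA response and 100% = DMSO alone without agonist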
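Test system – hTAAR1-expressing CHO RD-HGA16 cells, Gα16-coupled · Also added – β-PEA at EC80 concentration, post-compound challenge · Compound – 3 µM, single point · Incubation – dye loading 75 min at 37 °C, then 30 min room temperature · Measured by – Fluo-8 intracellular calcium dye fluorescence, real-time kinetic reads · Benchmarks – vehicle and agonist controls · Replicates – singlicate, one well per test compound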
CHO parental Ca = signal in parental CHO cells, OX1R antagonist counter-screen | parental CHO-K1, ATP-induced calcium, Fluo-8 fluorescence | inhibition, % at 5.6 µM | 330,000 compounds, 0.63% hits | AID 463079;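 active means inhibition above that plate's mean sample inhibition plus 3 SD, cut at about 26% in these data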;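 further: 0% = ATP-challenged DMSO wells and 100% = DMSO wells without ATP; some compounds past the cut are filed as inactive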
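Measured by: calcium-sensitive Fluo-8 fluorescence / Test system: CHO parental line / Controls: ATP-challenged DMSO wells low, unchallenged DMSO wells high / Measure: % inhibition / Compound: single nominal dose of 5.6 µM per compound / Replicates: single well per compound, no replicates / Reagent: ATP as calcium-mobilizing challenge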
V1aR counter = activates human V1a receptor in oxytocin agonist counter-screen; P37288; CHO-V1R cells, Fluo-8 calcium fluorescence, agonist mode; 0% DMSO, 100% 3 nM vasopressin; activation, % at 3 µM; 320,000 compounds, 0.25% hits; AID 2797;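 active means activation above the mean activation of all tested compounds plus 3 SD, per screening run, cut at about 20% in these data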;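 further: signal is peak over basal fluorescence ratio across a 100 second FLIPR read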
CHRM1 agonist = activates human CHRM1 receptor. activation, % at 3 µM. AID 588814. 360,000 compounds, 0.33% hits. CHO-K1 hM1, Fluo-8 calcium fluorescence, agonist mode; 0% DMSO, 100% acetylcholine EC100. P11229;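 active means activation above the run's mean compound activation plus 3 SD, cut at about 16% in these data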;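 further: peak over basal fluorescence ratio within a 140 s kinetic read after compound addition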
* = called active by the depositor; / = no result given.

Compound	M1 antag	TAAR1 agonist	OXTR potentiator	CHRM1 PAM	OXTR ag	TAAR1 antag	CHO parental Ca	V1aR counter	CHRM1 agonist
N=C1c2ccccc2CN1NC(=O)c1cccc(S(=O)(=O)N2CCCC2)c1	3	1	-13	0	-0.4	-7	-2	0.7	-9
CCOC(=O)C1CCCN(C(=O)COc2ccc(N(C)S(=O)(=O)c3ccc(F)cc3)cc2)C1 (stereo not drawn)	-8	1	-2	1	2.0	-22	-7	2.7	6
COc1ccc(/C=C2\N=C(C(C)(C)C)OC2=O)c(OC)c1	-6	0	-6	20	-2.0	-18	-2	-0.4	1
Cc1cc(OC(C)C(=O)NCc2cccnc2)c2c(C)c(Cc3ccccc3)c(=O)oc2c1 (stereo not drawn)	-7	2	1	1	-1.3	-5	-12	0.3	-2
CCc1ccc(NC(=O)Nc2cccs2)cc1	6	9	-11	-3	5.2	18	34	7.5	-1
O=C1CC(C(=O)N2CCOCC2)C2(CCCC2)O1 (stereo not drawn)	-15	11	-2	12	0.4	-16	0	-0.8	-1
N#Cc1ccccc1-c1ccccc1C(=O)N1CCCCC1	-15	3	-2	9	0.6	2	-11	-0.7	-2
CCn1c(O)c(/C=C2\C=Nc3ccccc32)sc1=O	2	2	-11	-8	-1.4	21	-20	0.8	-6
CN1CCCCC1(C)C(=O)NCc1ccc(C(C)(C)C)cc1 (stereo not drawn)	-10	1	/	7	/	-10	/	/	-5
COC(=O)N/N=C(C)/C=C/c1ccccc1	10	2	-2	-6	-0.7	12	4	0.6	-3
CCC(=O)NCCCCNC(=O)CC	0	18	-4	4	0.8	-8	-5	-0.2	0
O=C(COC(=O)CNS(=O)(=O)c1ccc(F)c(F)c1F)NC1CC1	-7	1	-7	4	-0.3	-21	6	-0.3	-2
CCOc1nnnc2c1sc1nc(N3CCOCC3)c3c(c12)CCCC3	-4	/	1	4	1.8	/	-3	1.6	-1
COc1ccc(Cn2c(-c3ccco3)nc3oc4cc(OC)ccc4c(=O)c3c2=O)cc1	-3	3	-12	4	-0.1	-34	2	0.3	-3
COc1cccc(NC(=O)COC(=O)c2cc(=O)c3ccccc3o2)c1	-19	0	-5	11	0.0	-2	-11	-0.2	-2
O=c1[nH]ncc2c3ccccc3n(Cc3ccccc3)c12	-6	19	-1	13	-1.9	-3	-25	-0.3	0
O=C(Nc1ccc(-c2nc3ccccc3[nH]2)cc1)c1c(F)c(F)c(F)c(F)c1F	-5	16	0	7	0.8	-10	-8	1.6	-3
CCc1nc2ccc(C(=O)NCCOc3ccc(OC)cc3)cn2c1N(CC)Cc1ccc(OC)c(OC)c1	-10	0	/	0	/	-2	/	/	-7
CCCn1nc(C(=O)N2CCCc3ccccc32)c2ccccc2c1=O	2	-2	-17	1	-1.8	-11	4	-1.4	-4
O=C(Nc1ccc(N2CCN(C(=O)c3ccco3)CC2)cc1)c1ccco1	-4	0	3	3	0.6	1	6	1.1	-4
COc1ccc(NC(=O)CSc2nc3ccncc3[nH]2)c(OC)c1	3	8	-4	2	-0.8	-23	-4	0.2	-1
CC(C)(CO)Nc1nc(N2CCCC2)nc(N2CCCC2)n1	-2	3	0	6	-2.0	-21	-7	-0.3	-5
O=C(Nc1cccnc1)c1cc(-c2ccc(Br)cc2)nc2ccccc12	2	11	-9	1	2.2	38	-21	4.8	-1
O=C(CCNC(=O)c1ccc(Br)cc1)Nc1ncccc1O	-2	4	-8	6	-0.3	9	-6	0.7	-2
CCCCN(C(=O)c1ccc(N2C(=O)c3ccccc3C2=O)cc1)c1c(N)n(CC(C)C)c(=O)[nH]c1=O	-5	0	/	-2	/	-31	/	/	-3
COc1ccc(CCN2CC(C(=O)N(C)CC(=O)Nc3cccc(F)c3)CC2=O)cc1OC (stereo not drawn)	-9	2	-7	7	-0.5	-6	-7	0.2	-3
O=C(OCc1nc2ccccc2[n+]([O-])c1C(=O)c1ccccc1)c1ccco1	14	-1	-5	-7	-1.7	-11	-26	0.0	-1
CC(C)CC(=O)Nc1ccc(S(=O)(=O)Nc2nccs2)cc1	-24	-1	-4	18	0.4	5	-12	0.4	-1
CCCCn1c(SCC(=O)NCc2ccco2)nc2ccccc2c1=O	-21	16	-10	4	-2.4	10	-31	-1.3	-7
CC(C)(C)c1cc(C2=CSC3=NCCN23)cc(C(C)(C)C)c1O	36*	/	2	-26	0.0	/	-9	0.7	-10
Cn1cc(CN2CCC(n3nccc3NC(=O)CCc3ccccc3)CC2)cn1	-8	0	/	7	/	-10	/	/	-4
OC(CNC1Cc2ccccc2C1)c1ccccc1 (stereo not drawn)	-3	/	-9	3	1.6	/	-8	0.1	16*
c1ccc2c(c1)ccc1[nH]c3c(c12)CCCC3	-24	0	/	17	/	-21	/	/	-3
c1ccc(-c2nnnn2-c2ccccc2)cc1	-13	1	/	7	/	-6	/	/	-5
Cc1ccc(C(=O)NN2C(=O)C3C(C2=O)C2C=CC3C23CC3)cc1 (stereo not drawn)	-8	1	-4	10	-0.9	-12	-5	0.3	-3
Cc1[nH]n(-c2ccccc2)c(=O)c1/C=N/O	4	2	4	-5	0.6	-5	0	-0.9	0
COc1ccc(NC(=O)c2cc(C3CC3)on2)c(OC)c1	-8	-1	3	1	-0.3	-3	-13	1.0	-4
CCOC(=O)N1CCN(CCC(=O)Nc2ccc(OC)cc2OC)CC1	-14	5	-9	10	-1.0	7	-9	0.0	-8
O=C(CCCCCN1C(=O)[C@@H]2Cc3ccccc3CN2C1=O)N[C@@H](Cc1ccc(O)cc1)C(=O)O	1	0	0	-1	0.0	14	-7	-0.1	-3
CSc1ccccc1NC(=S)N/N=C/c1cccn1Cc1ccc(F)cc1	-13	1	-9	5	0.1	-3	10	-1.1	-4

An excerpt of these results, with two lines to a compound:
Below each compound – M1 antag, TAAR1 agonist, OXTR potentiator, CHRM1 PAM, OXTR ag, TAAR1 antag, CHO parental Ca, V1aR counter, CHRM1 agonist
CCc1nc2ccc(C(=O)NCCOc3ccc(OC)cc3)cn2c1N(CC)Cc1ccc(OC)c(OC)c1
    -10, 0, /, 0, /, -2, /, /, -7
CCCn1nc(C(=O)N2CCCc3ccccc32)c2ccccc2c1=O
    2, -2, -17, 1, -1.8, -11, 4, -1.4, -4

The results go on:
Compound	M1 antag	TAAR1 agonist	OXTR potentiator	CHRM1 PAM	OXTR ag	TAAR1 antag	CHO parental Ca	V1aR counter	CHRM1 agonist
NS(=O)(=O)c1cccc(NC(=O)CSc2nnc(C3CC3)n2C2CC2)c1	-3	1	-6	4	1.1	7	0	0.1	-2
CN(C)CCN1CCN(C2CN(CCc3ccccc3)S(=O)(=O)C2)CC1 (stereo not drawn)	-3	16	/	4	/	6	/	/	-4
C=CCNC(=S)N1CCN(c2ccccc2Cl)CC1	1	2	-15	23	0.6	-8	-9	0.5	-2
O=C(Cc1ccccc1)NCC(=O)N/N=C/c1ccc([N+](=O)[O-])s1	-3	2	0	8	-0.4	3	-1	0.3	-4
Cc1ccc(-c2ccc(=O)n(CC(=O)NCCN3CCCCC3C)n2)cc1 (stereo not drawn)	4	-2	-1	-3	-0.8	-5	-19	0.5	-8
CC(=O)NC(CCS(C)(=O)=O)C(=O)Nc1cccc(C)c1 (stereo not drawn)	-13	2	-1	6	-0.4	-4	-1	0.3	-3
Brc1ccc(-c2nnc3ccc(N4CCN(c5ccccc5)CC4)nn23)cc1	-7	/	1	3	-0.6	/	-19	0.3	-1
O=C(CNC(=S)NC(=O)c1ccccc1Br)c1ccccc1	1	7	4	5	-0.6	-2	1	0.3	-3
O=C1CC(C(=O)O)(c2ccccc2)c2cccc(F)c21 (stereo not drawn)	-17	1	-8	13	-1.4	12	-11	-0.4	-2
COc1ccc(-c2ccc3c(c2)S(=O)(=O)c2cccc(C(=O)NC4CCCCC4)c2C3=O)cc1OC	0	/	-7	3	1.0	/	-20	-0.2	-3
CC12CCC(C3NC(=S)NN=C31)C2(C)C (stereo not drawn)	-5	0	/	4	/	3	/	/	-1
CC(C)c1csc(CN2CCN(CCc3ccccc3)C(CCO)C2)n1 (stereo not drawn)	-3	1	-7	-2	1.2	-2	-15	2.3	-13
O=C(Nc1cccc(N=Cc2cc(Cl)cc(Br)c2O)c1)c1ccco1	2	0	-5	1	0.4	6	-18	0.8	2
Clc1cccc(CNCCCSc2ncccn2)c1	-9	3	-1	1	0.2	-4	-13	-0.2	-5
O=C(O)CCn1c(C(=O)O)cc2sccc21	-26	1	-10	12	-0.6	-33	10	-0.5	1
c1ccc(-n2nnc(-c3cccnc3)n2)cc1	13	8	-11	-7	0.0	-19	-12	0.5	-3
O=C(Nc1cccc2ncccc12)c1cccc(F)c1	1	16	-2	4	0.6	-7	-3	0.7	-1
CCC(C)(C)NC(=O)C(OC(=O)c1ccco1)c1ccc(OC)cc1 (stereo not drawn)	6	-1	-2	0	-1.8	-1	-12	-0.6	-5
CCC(CO)Oc1cc(NC(=O)c2cccc(F)c2)c2ncn(C(C)C)c2c1 (stereo not drawn)	-2	3	-1	7	-1.0	17	-4	-0.3	-6
C/C=C/c1ccc(OCC(=O)N2CCc3cc(OC)c(OC)cc3C2)c(OC)c1	-12	2	2	8	-0.9	1	-17	-0.8	-7
Cc1cc(C=O)c(C)n1-c1ccc2c(c1)OCO2	6	-2	-3	-2	-0.4	6	-14	0.0	-10
C(=N\N=C\c1ccccn1)/c1ccccn1	-4	2	-4	1	0.5	-18	1	0.1	-5
CCOC(=O)c1cnc(COc2ccc(OC)cc2)[nH]c1=O	-9	1	0	2	-0.6	-38	-9	-1.0	-6
COc1ccccc1N1CSC2=C(C#N)C(c3ccc(SC)cc3)CC(=O)N2C1 (stereo not drawn)	-6	0	-2	-3	0.1	-25	-3	0.5	-6
O=C(N/C(=C/c1cccnc1)C(=O)N1CCCCCC1)c1cccc(Br)c1	-12	2	-11	7	-1.2	1	-27	0.3	-5
Cc1ccccc1NC(=S)N1CCN(C(=O)c2ccco2)CC1	0	21	-6	4	0.2	-20	-3	1.1	-7
Cc1ccc(CN(C)S(=O)(=O)c2c(C)noc2/C=C/N(C)C)cc1	9	-2	-4	-2	-0.5	-11	-19	0.5	-2
CN(NC(=O)C(=O)NCc1ccco1)C(=O)Nc1ccc(Cl)cc1	14	19	/	-7	/	4	/	/	8
